PI4K2A block – inhibitors of human PI4K2A. activity change, negative = inhibition, % at 76.9 µM. purified PI4K2A, ADP-Glo luminescence, 1 h; stronger effect = lower value. hit rate 0.13% among 420,000; in the data active = activity change below about -50%; inconclusive = mostly about -30% to -49%;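 note: -100% = wells without enzyme as full effect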
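Compounds are screened against recombinant PI4K2A using PI as substrate and ATP, the latter dispensed at 300 microM. Reactions run one hour at ambient temperature before ADP-Glo detection; full inhibition defined by wells lacking enzyme.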
D2 antag – antagonizes the human D2 dopamine receptor | HEK293 TREx D2 cells, calcium flux, dopamine EC80 | inhibition, % at 10 µM | hit rate 2% among 340,000; in the data active = inhibition above about 30%; note: 0% is about no effect
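In this primary screen, negative modulation is detected by tracking calcium flux after an EC80 dopamine challenge in inducible HEK293 T-REx D2 cells preexposed to test compound for 180 s.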
D2 ag – activates the human D2 dopamine receptor | hit rate 0.53% among 340,000 | AID 485358 | HEK293 T-REx D2 cells, calcium flux agonist mode | activation, % at 2 µM | P14416;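 active = activation over 3 SD above normal in the single-dose calcium agonist read, cut at about 30% in these data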; note: 0% is about no effect
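Calcium-flux readout, 1 cycle/sec over 180 s following compound pin transfer, in inducible HEK293 Trex D2 cells (force-coupled); dopamine controls included. Positive calcium responses during this window marked compounds as potential agonists.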
TRHR PAM – allosterically enhances the human TRH receptor; P34981; TRHR cells, fluo-8 calcium fluorescence, EC20 TRH enhancement; enhancement, % at 2 µM; hit rate 0.66% among 360,000; in the data active = enhancement above about 30%; note: 0% is about no effect
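Enhancer read-out: after compound pinning and an initial kinetic agonist-mode read, an EC20 of TRH (10 nM final) was injected and fluo-8 calcium signal (Ex 480/Em 530) followed at 1 s/cycle for 100 cycles in TRHR-expressing cells.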
mIDH1 inhibitor – blocks human mutant IDH1 R132H enzyme; hit rate 0.093% among 390,000; Potency, µM (top dose mostly 76.6 µM), for the others: top-dose activity change, negative = inhibition, hits mostly inhibitors; IDH1-R132H enzyme, NADPH consumption, diaphorase/resazurin fluorescence; note: potency is the fitted concentration of half-maximal effect; % is set by controls: 0 for no effect and ±100 for the full control effect; nearly all actives have a fitted effect of over 65% in size
Target sequence (O75874 whole entry R132H, stated change not applied): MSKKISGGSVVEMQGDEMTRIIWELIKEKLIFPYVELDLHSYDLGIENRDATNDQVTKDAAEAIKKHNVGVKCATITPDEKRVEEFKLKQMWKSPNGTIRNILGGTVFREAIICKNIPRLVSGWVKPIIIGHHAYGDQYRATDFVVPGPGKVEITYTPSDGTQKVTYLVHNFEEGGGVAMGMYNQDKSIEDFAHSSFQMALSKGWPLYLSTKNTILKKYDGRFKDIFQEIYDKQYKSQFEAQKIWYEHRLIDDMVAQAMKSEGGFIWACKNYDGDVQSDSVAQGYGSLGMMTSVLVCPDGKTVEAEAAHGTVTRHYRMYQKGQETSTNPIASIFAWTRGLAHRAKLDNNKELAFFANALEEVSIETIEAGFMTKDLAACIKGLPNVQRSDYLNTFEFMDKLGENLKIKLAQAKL
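IDH1-R132H (0.5 ug/mL dispensed) in pH 7.5 Tris buffer was preincubated 30 min with compound, then given a substrate mix of 0.016 mM NADPH and 2 mM alpha-KG for 80 min at room temperature; remaining NADPH was read by diaphorase/resazurin fluorescence.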
USP1 inh – blocks the human USP1/UAF1 deubiquitinase complex. O94782. recombinant USP1/UAF1, Ub-Rhodamine cleavage fluorescence. Potency, µM (series often up to 57.1 µM), for inactives: at the highest dose activity change, negative = inhibition, hits mostly inhibitors. hit rate 0.23% among 390,000. AID 743255; note: potency is the fitted concentration of half-maximal effect; % is set by controls: 0 for no effect and ±100 for the full control effect; nearly all actives have a fitted effect of over 60% in size; inactives centre near -12
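USP1/UAF1 complex (1 nM) preincubated 15 min at room temperature with compound, then Ub-Rho substrate (150 nM final) added. Kinetic fluorescence at 480/540 nm over 6 reads at 60 s intervals; 50 mM HEPES pH 7.8, 0.5 mM EDTA, 0.1 mg/ml BSA, 1 mM TCEP, 0.01% Tween-20.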
TRHR ag – TRH receptor (human) agonism. AID 493084. TRHR cells, calcium flux fluo-8, FDSS agonist mode. activation, % at 2 µM. P34981. hit rate 0.18% among 360,000; in the data active = activation above about 30%; note: 0% is about no effect
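TRHR-expressing cells loaded with fluo-8 calcium dye; 23 nL library compound pin-transferred, kinetic FDSS fluorescence (Ex 480/Em 530) recorded about 180 s for agonist-induced calcium release, before a 10 nM TRH EC20 addition for potentiator mode.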
TrxR1 inh – rat TrxR1 inhibition; recombinant rTrxR1, NADPH fluorescence consumption, selenite substrate; Potency, µM (top dose mostly 114 µM), for the others: top-dose activity change, negative = inhibition, hits mostly inhibitors; O89049; hit rate 1% among 390,000; note: potency is the fitted concentration of half-maximal effect; % is set by controls: 0 for no effect and ±100 for the full control effect; nearly all actives have a fitted effect of over 65% in size
Target sequence (O89049 whole entry, looked up): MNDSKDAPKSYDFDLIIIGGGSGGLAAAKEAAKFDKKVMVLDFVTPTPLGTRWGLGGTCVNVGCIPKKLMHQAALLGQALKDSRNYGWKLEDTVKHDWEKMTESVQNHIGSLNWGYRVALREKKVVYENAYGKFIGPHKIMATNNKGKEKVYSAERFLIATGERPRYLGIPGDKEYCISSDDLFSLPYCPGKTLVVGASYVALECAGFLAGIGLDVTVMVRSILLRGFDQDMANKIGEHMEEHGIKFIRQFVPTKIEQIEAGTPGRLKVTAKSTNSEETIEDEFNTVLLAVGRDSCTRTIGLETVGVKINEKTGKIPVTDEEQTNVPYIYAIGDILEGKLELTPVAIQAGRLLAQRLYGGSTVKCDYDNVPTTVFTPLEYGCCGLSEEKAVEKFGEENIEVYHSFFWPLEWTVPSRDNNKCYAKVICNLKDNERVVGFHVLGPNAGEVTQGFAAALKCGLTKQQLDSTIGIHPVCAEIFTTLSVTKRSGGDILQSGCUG
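Rat TrxR1 (90 nM in the dispensed reagent) was pre-reduced with 400 uM NADPH for 5 min at room temperature, then incubated with compound for 15 min. After 400 uM selenite was added, NADPH fluorescence (Ex 340/Em 450 nm) was followed for 8 min.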
TrxR1 substrate – is turned over as a substrate by rat TrxR1 | O89049 | purified TrxR1 substrate turnover, NADPH consumption readout | Potency, µM (series often up to 114 µM), for the others: top-dose activity change, negative = substrate turnover | hit rate 0.01% among 390,000 | AID 588456; note: potency is the fitted concentration of half-maximal effect; % is set by controls: 0 for no effect and ±100 for the full control effect; nearly all actives have a fitted effect of over 50% in size
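Rat TrxR1, dispensed at 90 nM, was prereduced with 400 uM NADPH (final) for 5 min at ~22 deg C, then incubated with compound 15 min before 400 uM selenite. A first-read NADPH fluorescence drop versus no-compound background flagged substrates.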
The depositor's hits bear a star; ? = inconclusive; . = no result given; [ ] = remark or other dose. Unless noted, calls come from the whole dose curve; as a rule, active = well fitted inhibition curve with a large enough effect; inconclusive = small, poorly fitted or top-dose-only effect; inactive = no such curve, though single readings can be large or run the other way.

The line under a structure holds: PI4K2A block	D2 antag	D2 ag	TRHR PAM	mIDH1 inhibitor	USP1 inh	TRHR ag	TrxR1 inh	TrxR1 substrate
> Cc1ccc(/C=C2\SC(=S)N(/N=C/c3cc([N+](=O)[O-])ccc3O)C2=O)o1
→ -18	32*	0.2	0	-3%	-25%	0.3	22µM*	-14%
> c1ccc(-n2nnnc2SCc2ccccn2)cc1
→ 2	-3	-0.7	4	2%	-3%	-0.6	3%	1%
> COc1ccc(CNC(=O)c2cc(-c3ccc(OC)cc3)on2)cc1
→ -2	.	-0.7	-7	-9%	-2%	-0.9	3%	2%
> CC(=O)NC(CSc1cc(C)nc2ccc(Br)cc12)C(=O)O (stereo not given)
→ 1	-11	-0.5	-4	4%	-8%	0.0	-4%	-2%
> Cc1cc(NC(=O)Nc2c[nH]c(=O)[nH]c2=O)ccc1Br
→ -5	-20	-1.0	-5	-4%	?	1.4	1%	-6%
> COc1cccc(-c2nn(C)c3sc(C(=O)NCc4ccc(OC)cc4OC)cc23)c1
→ -2	.	0.9	-2	2%	?	1.4	45%[activator]	25%
> Cc1cccc(Oc2nc(CN3CCOCC3)nc3sc4c(c23)CCCC4)c1
→ 1	-21	-0.3	7	-11%	3%	-0.2	?	-2%[57.1 µM]
> Cc1cccc(C)c1OCC(=O)Nc1c(C)nn(C)c1C
→ 5	-3	1.0	-8	-6%	-11%	1.1	31%	1%
> Cc1nc2cc(C(F)(F)F)ccc2n1C1CCN(C(=O)N2CCOCC2)CC1
→ 0	7	0.8	0	4%	-19%	0.8	-3%	0%
> Cc1ccc(NC(=O)Cn2nc(C)c3nn(-c4ccc(Cl)cc4)c(C)c3c2=O)cc1C
→ -2	.	-0.8	-3	-1%	-3%	-0.3	26%[57.1 µM]	6%[57.1 µM]
> COCCn1c(=O)[nH]c2cc(C(=O)N3CCN(c4ccc(F)cc4)CC3)ccc2c1=O
→ 3	.	-0.4	4	0%	-20%	-0.2	10%	10%[2.29 µM]
> Cc1ccc(CNC(=O)C2CCCN2C(=O)Nc2ccc(F)cc2)cc1 (stereo not given)
→ 3	.	.	7	-1%	-19%	0.1	16%	4%
> CCOc1ccc(-c2ccc(C=O)o2)c([N+](=O)[O-])c1
→ -3	-9	-1.6	2	1%	-3%	-0.3	-18%	-7%
> O=C(NC(=S)Nc1ccc(S(=O)(=O)N2CCCCC2)cc1)c1cccs1
→ 2	-8	0.0	-2	-3%	-5%	0.4	?	-6%
> Cc1c(C(=O)N(C)C)sc2c1c(=O)n(-c1ccc(Cl)c(Cl)c1)c(=O)n2CC(=O)C(C)(C)C
→ 1	.	0.1	3	-12%	-4%	0.1	3%[57.1 µM]	-6%[57.1 µM]
> COc1ccc(Oc2ncccc2NC(=O)c2cccc(C)c2C)cc1
→ 0	22	0.4	-7	3%	-9%	0.5	-1%[57.1 µM]	2%[57.1 µM]
> Cc1c(-c2cccc(Cl)c2)nc2ccccc2c1C(=O)OCC(=O)Nc1ccc2c(c1)OCO2
→ -24	-11	0.3	-6	5%	-9%	0.1	11%[57.1 µM]	-8%
> CCCOC(=O)c1[nH]c2c(c1C)C(=O)CC(c1cc(OC)c(OC)c(OC)c1)C2 (stereo not given)
→ -3	-3	-0.5	19	-3%	-8%	-0.4	18%[57.1 µM]	5%[57.1 µM]
> Cc1cc(C)c(S(=O)(=O)N2CCCCC2)c(C)c1-n1ncnn1
→ -2	7	0.9	5	1%	-10%	0.3	10%	11%
> CC(CNC(=O)CC(C)(C)C)NC(=O)CC(C)(C)C (stereo not given)
→ 10	-12	0.1	2	-7%	-18%	-0.7	12%	1%
> Cc1cc(-c2cc(C(=O)NC3CCCC3)on2)nc(NC2CCCC2)n1
→ -2	-8	0.0	-7	2%	?	-0.1	0%	13%
> CC(C)c1ccc(C(=O)OC2CCOC2=O)cc1 (stereo not given)
→ 1	.	.	-4	-2%	-35%	-1.0	11%	4%
> COC(=O)Nc1ccccc1C(=O)N1CCC(O)(c2ccc(Cl)cc2)CC1
→ 0	-15	0.6	3	1%	-5%	0.2	6%	-2%
> Cc1ccc(CNC(=O)C2CCCN(S(=O)(=O)N3CC(C)CC(C)C3)C2)cc1 (stereo not given)
→ -4	-8	-0.2	-11	-9%	-19%	-0.7	6%	-4%
> CC(=O)N(Cc1ccccc1)c1ccccc1C(=O)O
→ 2	16	0.5	-3	8%	-23%	0.1	4%	12%
> O=C(NC1CCCCC1)c1ccc(CSc2nc3cccnc3n2Cc2ccccc2F)cc1
→ -3	.	-1.1	4	0%	-13%	0.4	5%	-2%
> COc1ccccc1C(=O)NC(=O)COC(=O)C1CC2CCCC(C1)C2=O (stereo not given)
→ -2	-3	0.4	6	10%	-8%	0.6	?	-15%
> COc1cc(CCC(=O)N2CCN(c3ccc(N4CCOCC4)nn3)CC2)cc(OC)c1OC
→ .	-13	0.5	-5	.	.	0.5	.	.
> Cc1cccc(COc2ncnc3nc[nH]c23)c1
→ -5	-2	-2.6	29	7%	-22%	-0.3	25%	11%
> Nc1[nH]c(=S)nc2nc(-c3ccccc3)c(-c3ccccc3)nc12
→ -26	-18	0.1	-19	?	-12%	-0.5	-3%[57.1 µM]	3%[57.1 µM]
> CCCn1nc(C(=O)OCC(=O)NC(C)c2ccccc2)c2ccccc2c1=O (stereo not given)
→ 1	-22	2.9	-4	11%	-5%	1.0	20%[57.1 µM]	-13%[57.1 µM]
> CCCOc1ccc(C(CC(=O)O)NC(=O)c2sc3ccccc3c2Cl)cc1 (stereo not given)
→ -6	-11	0.0	-1	5%	-4%	0.0	19%[57.1 µM]	3%[57.1 µM]
> CCc1nc(SCC(=O)Nc2nnc(CC)s2)c2c(C)c(C)sc2n1
→ 0	8	-0.1	-5	3%	?	0.4	7%	8%
> Cn1cc(S(=O)(=O)c2ccccc2)c(=O)c2cc(F)c(N3CCCCCC3)cc21
→ -3	.	0.8	13	40µM*	-24%	-1.3	67%[activator]	18%
> Cc1nn(-c2ccccc2)c(N)c1C1(O)C(=O)Nc2ccc([N+](=O)[O-])cc21 (stereo not given)
→ -4	2	0.8	-2	1%	-24%	-0.1	-3%	-5%
> CCCNC(=O)C1CCN(C(=O)N2CC(C)Oc3ccccc32)CC1 (stereo not given)
→ 1	.	-0.6	-1	-9%	-23%	0.1	31%	8%
> O=C(COC(=O)c1cccnc1Nc1cccc(C(F)(F)F)c1)NCCN1C(=O)CSC1=O
→ -2	-2	0.2	19	-1%	-5%	-0.6	3%	-3%
> CCOc1ccc2c(c1)NC(c1cccs1)=NC(c1ccc(F)cc1)=N2
→ 2	.	4.3	16	0%	-8%	1.4	-3%	-4%
> COc1ccc(N2CC(C)Cn3c2nc2c3c(=O)n(Cc3ccccc3F)c(=O)n2C)c(OC)c1 (stereo not given)
→ 0	-5	-1.1	-17	4%	-17%	-1.1	14%	-1%
> CN(C)CCOC(=O)CCc1ccccc1
→ -9	.	.	-2	-2%	3%	0.8	3%	-2%
> CCOc1ccc(NC(=O)c2cc3c(-c4ccccc4F)nn(C)c3s2)cc1
→ 0	.	-0.6	14	15%	-1%	-0.8	12%	20%
> CCCCN(C(=O)CCC(=O)Nc1cc(C)on1)C(C(=O)NC1CCCC1)c1ccc(OCC)cc1 (stereo not given)
→ -2	1	1.1	5	-1%	-15%	-2.6	18%	5%
> COc1ccc2[nH]cc(C(=O)CN3CCCCC3C)c2c1 (stereo not given)
→ .	-7	-0.2	3	.	.	0.7	.	.
> COc1ccc(C(CNC(=O)C2CC(=O)N(Cc3ccccc3)C2)N2CCCC2)cc1 (stereo not given)
→ -3	-59	0.4	-7	-6%	-11%	0.1	11%	-1%
> CC(NC(=O)CN1C(=O)NC(c2ccccc2)(c2ccccc2)C1=O)c1cccs1 (stereo not given)
→ -7	6	-0.3	2	-2%	-9%	-1.9	16%	-2%
> N/C(=N\OC(=O)c1cccc(F)c1)c1cccc([N+](=O)[O-])c1
→ 0	.	.	13	0%	-14%	0.6	16%[57.1 µM]	7%[57.1 µM]
> Cc1cccc(-c2cc(C(=O)Nc3c(C)n(C)n(-c4ccccc4)c3=O)c3ccccc3n2)c1
→ 0	-13	-0.6	-11	1%	-6%	0.2	-1%	-7%
> CNS(=O)(=O)c1cc(Cl)ccc1Sc1ccccc1C(=O)O
→ -2	-9	0.3	-4	5%	-18%	-0.4	7%[57.1 µM]	4%[57.1 µM]
> Cc1cc2nc(SCC(=O)O)nc(C)c2cc1C
→ 1	-7	-0.4	-5	9%	-9%	0.3	19%[11.4 µM]	8%[11.4 µM]
> CC(C)N(Cc1cn[nH]c1-c1ccc(-c2ccccc2)cc1)Cc1nccn1C
→ 4	-5	0.4	4	4%	-28%	0.9	9%[57.1 µM]	4%[57.1 µM]
> O=C(NC1CCCCC1)NC1(C(=O)NCCCN2CCOCC2)CCCCC1
→ -9	14	-0.1	-6	7%	-19%	-0.3	15%	7%
> CCOc1cccc2sc(N(CCN(CC)CC)C(=O)c3ccco3)nc12
→ -2	.	-0.3	-2	-3%	?	-0.3	9%	-4%
> Cc1nnc(NC(=O)CSc2nccn2Cc2ccc(Cl)cc2)s1
→ 0	.	-0.4	-1	15%	-10%	-0.4	9%[57.1 µM]	7%[57.1 µM]
> CNc1nc(N)nc(OC(C(F)(F)F)C(F)(F)F)n1
→ 0	-15	-0.3	0	1%	-7%	0.9	22%	-1%

One compound at a time, as listed above. Order of values: PI4K2A block	D2 antag	D2 ag	TRHR PAM	mIDH1 inhibitor	USP1 inh	TRHR ag	TrxR1 inh	TrxR1 substrate
`O=C(NC1CCCCC1)NC1(C(=O)NCCCN2CCOCC2)CCCCC1` in the list: -9	14	-0.1	-6	7%	-19%	-0.3	15%	7%
`CCOc1cccc2sc(N(CCN(CC)CC)C(=O)c3ccco3)nc12` in the list: -2	.	-0.3	-2	-3%	?	-0.3	9%	-4%

Marked active in TrxR1 inh, of those listed so far:
molecule	PI4K2A block	D2 antag	TRHR PAM	mIDH1 inhibitor	USP1 inh	TRHR ag	TrxR1 inh	TrxR1 substrate
Cc1ccc(/C=C2\SC(=S)N(/N=C/c3cc([N+](=O)[O-])ccc3O)C2=O)o1	-18	32*	0	-3%	-25%	0.3	22µM*	-14%
